TCR-CD3 inh – inhibitors of human TCR-CD3 interaction, primary screen, biochemical, fluorescence, TAMRA-labeled TCR probe; T-cell receptor (TCR); hit rate 0.37% among 360,000; inhibition, % at 9.4 µM; AID 651800, 2012; in the data active = inhibition above about 19%;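 note: recombinant mutant TCR 2C K166C tagged with TAMRA read by polarization; 0% = receptor in buffer alone and 100% = receptor with positive control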
KLK7 zymogen act – proKLK7 zymogen activators, primary screen, biochemical, fluorescence intensity | hit rate 0.9% among 370,000 | activation, % at 7 µM | Kallikrein-7 (Homo sapiens), P49862 | purified proKLK7, EDANS-DABCYL substrate fluorescence; 100% is mature enzyme control, 0% vehicle;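 active = activation above the mean of all tested compounds plus 3 SD, computed per campaign excluding outliers beyond control limits, cut at about 13% in these data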
Target sequence (P49862 whole entry, looked up): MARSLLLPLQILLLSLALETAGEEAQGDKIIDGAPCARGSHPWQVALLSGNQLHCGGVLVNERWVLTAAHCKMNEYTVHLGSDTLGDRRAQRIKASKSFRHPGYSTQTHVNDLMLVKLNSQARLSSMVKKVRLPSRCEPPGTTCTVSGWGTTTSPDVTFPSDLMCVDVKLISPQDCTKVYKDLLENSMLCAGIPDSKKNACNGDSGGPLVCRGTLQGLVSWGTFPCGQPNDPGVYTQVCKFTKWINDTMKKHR
TDP2 absorb – human TDP2 enzyme inhibitors, primary screen, biochemical, epi absorbance, recombinant enzyme | Tyrosyl-DNA phosphodiesterase 2 (Homo sapiens), O95551 | T5PNP hydrolysis, p-nitrophenol absorbance 415 nm | inhibition, % at 12.8 µM | hit rate 0.34% among 370,000 | AID 720702, 2013;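 active = inhibition above the mean of all tested compounds plus 3 SD, set per campaign, cut at about 25% in these data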;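 note: 0% = DMSO with enzyme and 100% = buffer with substrate but no TDP2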
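Assay system: recombinant human TDP2 / Reagent: T5PNP substrate at 5 mM, a TopII-DNA adduct mimic / Measured by: epi absorbance from released p-nitrophenol / Evaluation: % inhibition relative to enzyme-containing and enzyme-free wells / Control set: enzyme-free and DMSO wells / Replicates: each compound tested once, singlicate / Schedule: enzyme reaction with compound for 2 h at 37 °C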
UHRF1 binding – UHRF1 methylated DNA binding inhibitors, primary screen, counter-screen for MBD2 inhibitor project, biochemical, TR-FRET, human UHRF1, single concentration; inhibition, % at 4.4 µM; AID 687016, 2013; E3 ubiquitin-protein ligase UHRF1 (Homo sapiens), Q96T88; hit rate 0.75% among 370,000; UHRF1 binding to methylated oligo; in the data active = inhibition above about 21%;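 note: UHRF1 SRA domain binding a hemimethylated CpG hairpin DNA probe; 0% = median of test compound wells and 100% = reference inhibitor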
Target sequence (Q96T88 whole entry, looked up, the tested form may be a part): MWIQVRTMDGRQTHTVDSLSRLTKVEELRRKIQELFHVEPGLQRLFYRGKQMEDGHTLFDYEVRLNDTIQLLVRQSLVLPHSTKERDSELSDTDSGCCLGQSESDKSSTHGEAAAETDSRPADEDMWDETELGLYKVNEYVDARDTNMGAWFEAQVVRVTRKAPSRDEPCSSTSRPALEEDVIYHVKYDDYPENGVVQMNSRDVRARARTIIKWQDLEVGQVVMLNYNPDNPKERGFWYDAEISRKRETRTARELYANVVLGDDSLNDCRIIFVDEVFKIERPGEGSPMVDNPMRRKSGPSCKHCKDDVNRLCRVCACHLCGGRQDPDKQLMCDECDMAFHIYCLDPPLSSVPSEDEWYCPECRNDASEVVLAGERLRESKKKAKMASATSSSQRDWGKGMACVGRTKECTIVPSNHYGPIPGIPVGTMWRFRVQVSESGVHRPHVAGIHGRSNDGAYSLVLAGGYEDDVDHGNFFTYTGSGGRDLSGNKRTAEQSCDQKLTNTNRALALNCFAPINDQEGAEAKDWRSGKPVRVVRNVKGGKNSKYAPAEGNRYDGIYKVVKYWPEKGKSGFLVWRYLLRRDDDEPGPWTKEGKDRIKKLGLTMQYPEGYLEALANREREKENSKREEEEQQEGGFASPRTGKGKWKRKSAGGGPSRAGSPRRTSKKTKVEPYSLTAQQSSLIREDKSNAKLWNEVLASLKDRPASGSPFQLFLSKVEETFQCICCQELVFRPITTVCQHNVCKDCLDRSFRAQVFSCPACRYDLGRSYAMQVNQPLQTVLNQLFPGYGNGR
LEDGF integ inh – blockers of LEDGF/p75-dependent integrase strand transfer – biochemical, TR-FRET, high throughput, primary screen | hit rate 0.64% among 370,000 | inhibition, % at 3.7 µM | TR-FRET IN-LEDGF/p75 DNA integration, Eu/Cy5;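 active = inhibition above the screen-wide mean plus 3 SD, cut at about 13% in these data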;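 note: signal is the Cy5 over europium emission ratio at 671 and 618 nm; 0% = plate median of compound wells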
DDE Tn7 FP inh – inhibitors of Tn7 peptide binding to fibrin DD(E), primary screen, biochemical, fluorescence polarization, human fibrin, Tn7 probe | hit rate 0.13% among 370,000 | FP displacement of FITC-Tn7 peptide from fibrin DD(E); 0% = median of compound wells per plate | inhibition, % at 8.3 µM | Fibrinogen beta chain (Homo sapiens), P02675 | AID 720508, 2013;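 active = inhibition above the mean of compounds falling within the control limits plus 3 SD of them, cut at about 14% in these data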;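 note: 0% = plate median of compound wells and 100% = 10 µM Aha-Tn7 peptide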
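Assay system: Human clot-derived fibrin DD(E) complex | Buffer or medium: Tris/NaCl/CaCl2 buffer, pH 7.8 | Repeats: One replicate per compound | Benchmarks: Aha-Tn7 high control | Measure: % inhibition scaled between sample-field median and high-control FP | Schedule: 10 min plus 3 h, room temperature | Signal: Fluorescence polarization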
SIAE inh – human SIAE inhibitors, primary screen, biochemical, fluorescence polarization, FP-Rh probe, 1536-well HTS | Sialate O-acetylesterase (Homo sapiens), Q9HAT2 | SIAE FP-Rh probe binding | inhibition, % at 9.66 µM | hit rate 0.69% among 370,000 | AID 1053197, 2014;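 active = inhibition above a cutoff: mean of compounds within the control limits plus 3 SD of those, cut at about 17% in these data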;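 note: 0% = plate median of compound wells and 100% = probe without SIAE protein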
MBD2 inh – inhibitors of MBD2 binding to methylated DNA, primary screen, biochemical, TR-FRET, DNA-binding domain, human. Methyl-CpG-binding domain protein 2 (Homo sapiens), Q9UBB5. MBD2 binding to methylated oligonucleotide. inhibition, % at 4.4 µM. hit rate 0.31% among 370,000. AID 686964, 2013; in the data active = inhibition above about 13%
PRMT1 FP inh – PRMT1 methyltransferase inhibitors, primary screen, biochemical, fluorescence polarization; hit rate 1.3% among 370,000; inhibition, % at 2.79 µM; recombinant PRMT1, activity-based probe fluorescence polarization;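 active = inhibition above about 21% made by adding two undisclosed values, limit read from the data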
DDE Tn6 FP inh – inhibitors of Tn6 peptide binding to fibrin DD(E), primary screen, biochemical, fluorescence polarization, human fibrin, Tn6 probe | Fibrinogen beta chain (Homo sapiens), P02675 | Fibrin DD(E) TRITC-Tn6 fluorescence polarization displacement | inhibition, % at 8.3 µM | hit rate 0.21% among 370,000 | AID 720509, 2013;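 active = inhibition above a per-campaign cutoff: mean of compounds within control limits plus 3 SD, cut at about 15% in these data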;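 note: 0% = median of all compound wells on the plate and 100% = blocking peptide control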
Starred values were filed as active, the others as inactive; x = no result given.

Every second line gives: TCR-CD3 inh, KLK7 zymogen act, TDP2 absorb, UHRF1 binding, LEDGF integ inh, DDE Tn7 FP inh, SIAE inh, MBD2 inh, PRMT1 FP inh, DDE Tn6 FP inh
- CN(C(=O)c1ccc(S(=O)(=O)N2CCCCC2)cc1)C1CCS(=O)(=O)C1 (stereo not given)
 : -5, 0.0, 13, -1, 0, 4, 9, 0, 0, -1
- Cc1ccc(S(=O)(=O)N2C[C@H]3C(=O)C[C@@H](c4cccc(Cl)c4)N(S(=O)(=O)c4ccc(C)cc4)[C@H]3C[C@H]2c2cccc(Cl)c2)cc1
 : -4, -0.1, 0, 2, -4, -5, -30, 0, 4, -6
- N=c1n(CCN2CCOCC2)c2ccccc2n1CC(O)COc1ccccc1 (stereo not given)
 : -1, -0.1, 0, -3, -1, 2, -3, -3, 2, 3
- CC1CCCCC12NC(=O)N(CC(=O)N1CCN(S(=O)(=O)Cc3ccccc3)CC1)C2=O (stereo not given)
 : 11, -0.7, 3, -1, 3, -10, 0, -7, 0, 1
- CC(Oc1cccnc1[N+](=O)[O-])C(=O)Nc1cccc(Cl)c1 (stereo not given)
 : -4, -0.2, 3, 18, -2, 5, -2, 9, 0, -5
- Cc1cc2cc(CCNC(=O)c3cccs3)c(=O)[nH]c2cc1C
 : 1, 0.4, -4, 0, -2, 4, -4, -2, 0, 4
- O=C(NCc1ccccc1)[C@@H]1CCCN1C(=O)[C@H]1CCCN1C(=O)c1ccc(F)c(F)c1
 : 4, 1.1, 11, 0, 0, 6, 9, -2, -2, 7
- CC(C)C[C@H](NC(=O)N1CCn2c1nc1ccccc12)C(=O)N[C@@H](Cc1ccccc1)C(=O)O
 : -2, -0.2, 8, 1, 1, 2, 0, -1, 8, 1
- C=C(C)COc1ccc(-c2nc(N)ncc2Oc2ccc(OC)cc2)c(O)c1
 : 13, -1.9, 3, -1, -3, -2, -10, 0, -2, 2
- Cc1ccccc1CN1CCC(Oc2ccc(C(=O)NCc3ccccn3)cc2)CC1
 : 6, 1.5, 0, 2, -2, -2, 4, 5, 0, 1
- CCC(NC(=O)CCCc1ccccc1)c1ccccc1 (stereo not given)
 : -2, 0.1, 2, 3, 0, 9, 0, -3, 3, -1
- O=C(NN=Cc1ccccc1)c1ccccc1
 : -4, 0.3, -7, -3, -4, -11, 7, 0, -4, -8
- CCC(Oc1ccccc1)C(=O)N(CC)CC(=O)NCc1ccc(F)cc1 (stereo not given)
 : 5, -0.1, 3, 0, -1, -3, 6, 7, 2, -11
- O=C(Cc1cccs1)Nc1ccc([N+](=O)[O-])cc1
 : 6, -0.2, -5, -1, -3, -3, -4, -1, 2, -4
- Cc1c(Cl)cccc1NC(=O)CNC(=O)C1CC(=O)N(C2CCCC2)C1 (stereo not given)
 : -4, 0.1, -2, 2, 3, 2, 21*, 5, 5, 6
- CCCCCCCCCCCCOC1OC(CO)C(O)C(O)C1NC(C)=O (stereo not given)
 : 0, 0.4, -3, 2, -2, 6, 5, 5, 2, 4
- CCOc1ccc(NC(=O)c2ccccc2C(=O)c2ccccc2)cc1OCC
 : 2, 0.6, 3, 6, 1, -4, 3, -1, -3, 5
- O=C1N(O)C2(C=CCCC2)/C(=N\O)C12CCCCC2 (stereo not given)
 : 4, 0.3, -6, 2, 0, -1, 6, -4, 0, -6
- Cc1ccc(CNC(=O)c2nnn(CC(=O)Nc3cccc(C)c3C)c2N)cc1
 : 6, 0.1, -8, 0, -1, 3, 1, -1, -3, 7
- CCCc1nnc(SCC(=O)N2CCCCC2)n1CCCOC
 : 0, -0.6, 7, -1, 1, -2, -5, 0, 0, -3
- CCCc1cc(C(=O)N2CCC(n3nccc3NC(=O)c3ccc(OC)cc3)CC2)no1
 : 7, 0.2, 0, -3, 4, 5, -1, -5, -7, -3
- O=S(=O)(Nc1ccc(-c2cn3c(n2)SCC3)cc1)c1cccs1
 : 6, -0.1, -2, 8, -2, -3, -1, 3, 4, 5
- COc1ccccc1N1CCN(C(=O)[C@H](C)NS(=O)(=O)c2ccc3c(c2)OCCCO3)CC1
 : -1, 0.1, -6, 3, 0, 9, 1, -1, 6, -3
- Cc1cc(C)n(-c2ccc(NC(=O)C3CCN(Cc4cnc(C)s4)CC3)cc2)n1
 : -6, 0.1, -23, 1, 2, -5, -7, -2, 0, -2
- CNc1cc(C(F)(F)F)nc(-c2ccccn2)n1
 : 7, -0.4, 5, -2, 3, -1, 8, -4, -2, -7
- CCOc1ccccc1NC(=O)CN(Cc1ccccc1)S(C)(=O)=O
 : -7, -0.1, -12, 7, 3, 8, -7, 6, 4, 1
- O=C1NC(=O)/C(=C\c2cn(Cc3ccccc3F)c3ccccc23)N1
 : 9, 0.4, 1, -3, 2, 1, 4, -5, -2, 2
- Cn1ccsc1=NC(=O)c1ccc(Cl)cc1
 : 4, 0.5, 14, -2, -2, 2, 0, 2, 4, 2
- CC(=O)Nc1ccc(S(=O)(=O)N2CCN(C(=O)N3CCCCC3)CC2)cc1
 : -2, 0.0, 7, -2, -2, 3, 6, 4, -1, 7
- COc1cc(OCc2ccccc2)c(OC)c(OCc2ccccc2)c1
 : -4, -0.4, -7, 3, 2, 5, 2, 3, 3, -8
- O=C(CC[C@H]1O[C@@H](n2cnc3c(NC(=O)c4ccccc4)ncnc32)[C@H](O)[C@@H]1O)NCc1ccccn1
 : 1, -0.2, 2, -1, -2, 0, 1, 0, -1, 0
- Cc1ccc(CNC(=O)CCn2cc(-c3ccc(C)cc3)nc2-c2ccncc2)cc1
 : 5, -1.1, 2, -5, -2, 6, 0, -1, -3, -2
- COc1ccc(NC(=O)Cn2c(=O)c(C)nc3ccccc32)cc1Cl
 : -4, 0.5, 5, -1, 0, -1, -4, -2, 0, 4
- Cc1ccc(NC(=O)CN(C)C2CCCCC2)cc1Br
 : -3, -0.1, 11, -2, 0, -7, 0, 1, 0, -1
- CCOc1ccc(NS(=O)(=O)c2ccc(C)c(C(=O)NCCCn3ccnc3)c2)cc1
 : 8, 0.7, 6, 5, 2, 5, 3, -7, -4, 8
- Cc1ccccc1N1CC(C(=O)N2CC(C)OC(C)C2)CC1=O (stereo not given)
 : 3, -0.1, -13, 4, 5, 1, 1, -3, -2, -3
- COC(=O)c1ccc(OC(=O)c2cccs2)cc1
 : 1, -0.7, 9, 0, 3, 6, -1, -1, -1, -4
- CC1CN(Cc2nc3c(c(=O)n(C)c(=O)n3C)n2CCCO)CC(C)O1 (stereo not given)
 : 0, -0.5, -14, 7, -4, -3, -6, 6, 5, -9
- O=C(O)c1ccc(NC(=O)C2(c3ccccc3)CCOCC2)cc1
 : 0, 0.0, 2, 0, 0, -1, 1, 5, 0, -1
- COc1ccc(C(C(=O)NCc2ccccc2)n2c(-c3ccccn3)nc3ccccc32)cc1 (stereo not given)
 : -1, -0.3, -3, -1, 2, -8, -4, -7, -3, 5
- COc1ccccc1N1CC(C)(C)C(=O)N(C(=O)c2ccc(C)cc2)C1=S
 : -1, -0.2, -1, 2, 1, 6, 8, 1, 0, 6
- CCCCCNC(=O)C(c1ccc(OC)cc1)n1c(=O)c(-c2ccccc2)nc2ccccc21 (stereo not given)
 : -5, -2.6, -4, 5, -5, 7, -12, 4, 0, -1
- CNCCOc1ccccc1-c1ccccc1
 : -2, -0.7, 24, 0, 1, -2, 2, 0, 1, -4
- O=C(CN1N=C(c2ccccc2)CCC1=O)NCCCN1CCc2ccccc2C1
 : 6, 0.0, 12, 0, -1, 0, 2, -2, -2, -7
- O=C(CN1CCOc2ccccc21)NC1CC1
 : -6, 0.4, 2, -4, 0, 3, 7, -4, 4, 10

3 structures out of the list, arranged by count of non-hydrogen atoms, descending.
Every second line gives: TCR-CD3 inh, KLK7 zymogen act, TDP2 absorb, UHRF1 binding, LEDGF integ inh, DDE Tn7 FP inh, SIAE inh, MBD2 inh, PRMT1 FP inh, DDE Tn6 FP inh
- CC(C)C[C@H](NC(=O)N1CCn2c1nc1ccccc12)C(=O)N[C@@H](Cc1ccccc1)C(=O)O
 : -2, -0.2, 8, 1, 1, 2, 0, -1, 8, 1
- Cc1ccc(CNC(=O)CCn2cc(-c3ccc(C)cc3)nc2-c2ccncc2)cc1
 : 5, -1.1, 2, -5, -2, 6, 0, -1, -3, -2
- C=C(C)COc1ccc(-c2nc(N)ncc2Oc2ccc(OC)cc2)c(O)c1
 : 13, -1.9, 3, -1, -3, -2, -10, 0, -2, 2

Additional entries
Every second line gives: TCR-CD3 inh, KLK7 zymogen act, TDP2 absorb, UHRF1 binding, LEDGF integ inh, DDE Tn7 FP inh, SIAE inh, MBD2 inh, PRMT1 FP inh, DDE Tn6 FP inh
- COc1ccc(C(=O)c2c(-c3ccc(OC)cc3)oc3ccc(-c4ccc(OC)nc4)cc23)cc1
 : -1, 0.7, -1, 2, -1, 4, -7, -4, 3, 2
- CC(C)(C)c1ccc(S(=O)(=O)N2CCC(C(=O)N3CCN(C4CCCCC4)CC3)CC2)cc1
 : x, 0.0, -8, -1, 5, 3, 10, -6, -2, 4
- Cc1c2cnn(CC(=O)O)c(=O)c2c(C)n1Cc1ccccc1
 : 3, -0.2, 0, -1, 2, -7, 8, -1, 2, 8
- CC(OC(=O)c1ccc(-c2ccc([N+](=O)[O-])cc2)o1)C(=O)NC(N)=O (stereo not given)
 : -9, 6.3, -5, -3, -3, 3, 2, 3, 11, -6
- CC(C)c1ccc(NC2CCCN(C(=O)CN3C(=O)CSC3=O)C2)cc1 (stereo not given)
 : -4, -0.3, -13, 1, -2, -7, 17*, 8, -1, 2
- Cc1ccc2nc(-c3ccncc3)cc(C(=O)Nc3ccc(OC(F)F)cc3)c2c1
 : -8, -0.4, -7, 0, -6, 13, 0, 2, 5, 3

Source: PubChem BioAssay
